# Screens as filed in PubChem BioAssay.
# KB-V1 MDR tox: KB-V1 MDR subline cytotoxicity. KB-V1 MDR cells viability, CellTiter-Glo, 72 h. Potency, µM (series often up to 46.1 µM), inactives show top-dose activity change, negative = cytotoxicity, actives largely listed as cytotoxic. 400,000 tested, 3.4% active; note: potency is the fitted concentration of half-maximal effect; % is set by controls: 0 for no effect and ±100 for the full control effect; nearly all actives have a fitted effect of over 60% in size
#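 qHTS viability screen in drug-selected KB-V1 MDR cells: 72 h compound treatment at 37 degrees C, ATP luminescence end point.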
# D3 antag: blocks the human D3 dopamine receptor; P35462; D3R cells, DiscoveRx beta-arrestin luminescence, antagonist mode; hits give low values; max response, negative = inhibition, %; 360,000 tested, 2.5% active; AID 652054; in the data active = max response below about -50%; inconclusive = no clear call, values can overlap the other calls; note: % is set by controls: 0 for no effect and ±100 for the full control effect; mostly tested at two doses, the higher about 12 µM
# Target sequence (P35462 whole entry, looked up): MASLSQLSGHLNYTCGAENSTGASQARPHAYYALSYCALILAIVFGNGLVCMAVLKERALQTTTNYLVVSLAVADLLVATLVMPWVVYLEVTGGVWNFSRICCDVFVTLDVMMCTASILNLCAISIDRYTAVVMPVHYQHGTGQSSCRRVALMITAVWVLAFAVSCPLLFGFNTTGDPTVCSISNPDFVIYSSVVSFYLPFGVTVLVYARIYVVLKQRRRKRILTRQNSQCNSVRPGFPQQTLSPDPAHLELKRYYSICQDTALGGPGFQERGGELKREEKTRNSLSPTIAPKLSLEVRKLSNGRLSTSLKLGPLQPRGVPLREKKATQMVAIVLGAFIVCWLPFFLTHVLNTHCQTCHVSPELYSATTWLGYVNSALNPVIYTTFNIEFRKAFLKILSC
#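 Cells plated overnight at 1500 cells/well, then exposed to library compounds with dopamine controls for 90 minutes at 37 degrees C. DiscoveRx reagent added for 30–60 minutes at room temperature; luminescence read, quantitative HTS format.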
# aSyn rescue: alpha-synuclein toxicity inhibition in yeast | Yeast expressing alpha-synuclein, growth rescue, BacTiter-Glo, 24 h | Potency, µM (titrated, usually from 46.1 µM), inactives show at the top dose growth rescue (activation), most hits filed as activators | 370,000 tested, 0.14% active | AID 652106; note: potency is the fitted concentration of half-maximal effect; % of control where 0% means no effect; nearly all actives have a fitted effect of over 65% in size
#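 Screening used galactose-induced yeast with toxic alpha-synuclein levels, exposed to compound for 24 hr at 30 deg C. Cell growth, read with BacTiter-Glo luminescence, gave the measured signal.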
# GLP-1R inv ag: GLP-1 receptor (human) inverse agonism; P43220; HEK293 GLP-1R CRE-luciferase, luminescence, 24 h; GLP-1R form is constitutively active; Potency, µM (highest dose often 38.3 µM), for inactives: at the top dose activity change, negative = inhibition, actives largely listed as inhibitors; 410,000 tested, 1.6% active; note: potency is the fitted concentration of half-maximal effect; % is set by controls: 0 for no effect and ±100 for the full control effect; nearly all actives have a fitted effect of over 55% in size
# Target sequence (P43220 whole entry, looked up): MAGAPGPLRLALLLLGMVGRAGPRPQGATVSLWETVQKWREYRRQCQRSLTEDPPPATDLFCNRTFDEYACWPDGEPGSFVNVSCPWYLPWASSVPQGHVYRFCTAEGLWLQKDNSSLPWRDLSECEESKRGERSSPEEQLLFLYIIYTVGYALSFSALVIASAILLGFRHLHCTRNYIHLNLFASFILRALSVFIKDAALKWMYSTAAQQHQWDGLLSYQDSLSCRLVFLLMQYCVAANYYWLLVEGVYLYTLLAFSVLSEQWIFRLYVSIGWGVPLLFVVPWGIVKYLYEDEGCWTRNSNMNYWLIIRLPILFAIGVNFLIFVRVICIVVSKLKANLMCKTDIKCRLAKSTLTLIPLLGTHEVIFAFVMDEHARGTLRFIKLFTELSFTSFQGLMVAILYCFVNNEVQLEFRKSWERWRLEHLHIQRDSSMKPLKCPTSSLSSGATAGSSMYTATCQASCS
#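 Luminescence readout: a drop in cAMP-driven luciferase signal flags inverse agonism at a constitutively active GLP-1R stably expressed in HEK293. Compound exposure lasted 24 hr at 37 deg C, 5% CO2.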
# TDP-43 yeast inh: rescues yeast growth from TDP-43 toxicity. TDP-43 expressing yeast growth rescue, BacTiter-Glo, 24 h. Potency, µM (titrated, usually from 46.1 µM), inactives show at the highest dose growth rescue (activation), actives largely listed as activators. 410,000 tested, 1.8% active. AID 652104; note: potency is the fitted concentration of half-maximal effect; % of control where 0% means no effect; nearly all actives have a fitted effect of over 50% in size
#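 Galactose-induced TDP-43 yeast, OD600=0.02, compound pinned; 24 hr, 30 deg C; BacTiter-Glo luminescence for growth. Inhibitors of TDP-43 toxicity read as activators.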
# GLP1R cytotox: cytotoxicity in counter-screen for GLP-1R inverse agonists; HEK293 cAMP-luciferase reporter cells, luminescence, 24 h; Potency, µM (titrated, usually from 38.3 µM), for inactives: top-dose activity change, negative = inhibition, hits mostly inhibitors; 410,000 tested, 0.13% active; AID 624418;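 note: loss of luciferase light is scored as toxicity; potency is the fitted concentration of half-maximal effect; % is set by controls: 0 for no effect and ±100 for the full control effect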
#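 Here, cytotoxicity is scored as loss of luminescence. The MLSMR collection was tested on cells seeded in medium containing 10% Nu serum, with a 24 hr compound exposure preceded by 12 hours of culture.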
# GLP1R ag: activates the human GLP-1 receptor; P43220; HEK293 GLP-1R CRE-luciferase, luminescence, 4-6 h; cells express a hypersensitive GLP-1R form; Potency, µM (series often up to 45.6 µM), inactives show at the highest dose activation, most hits filed as activators; 380,000 tested, 0.007% active; note: potency is the fitted concentration of half-maximal effect; % of control where 0% means no effect
# PTHR1 agonist: PTHR1 (human) receptor agonism | HEK293 GP2 PTHR1 cells, GloSensor cAMP luminescence, 1 h | Potency, µM (series often up to 115 µM), for the others: at the highest dose activation, most hits filed as activators | 410,000 tested, 0.075% active | AID 743266; note: potency is the fitted concentration of half-maximal effect; nearly all actives have a fitted effect of over 55% in size; some results filed as inactive show a strong effect at the top dose; inactives centre near -15; many of its hits are not listed in these tables
#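 HEK-293-derived GP2 cells expressing PTHR1 and a GloSensor cAMP reporter, 3,000/well, plated overnight, given luciferin plus IBMX (each 0.5 mM as added) for 1 h at 37 °C, then compound for 1 h at 37 °C. Luminescence was read after 15 min at room temperature.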
# D3 ag: agonists of human D3 dopamine receptor. P35462. AID 652048. max activation, %. 410,000 tested, 0.58% active. D3R DiscoveRx beta-arrestin cells, luminescence, 90 min; in the data active = max activation above about 30%; note: 0% is about no effect; mostly tested at two doses, the higher about 12 µM
#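 Cells at 1500/well, incubated overnight, then treated with pinned compounds (dopamine as control) for 90 min at 37 degrees C. DiscoveRx reagent added for 30 - 60 minutes at room temperature; luminescence read.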
# * marks the source's active call; other numbers are inactive results; i = inactive; ? = inconclusive; . = no result given; [ ] = remark or other dose. Unless noted, calls come from the whole dose curve; as a rule, active = well fitted curve in the direction sought with a large enough effect; inconclusive = small, poorly fitted or top-dose-only effect, or another doubt; inactive = no such curve, though single readings can be large; an effect the other way counts as inactive or inconclusive. A portion of the library, so the mix of outcomes need not match the whole.
# Start of the listing, in advance, 2 compounds:
SMILES,KB-V1 MDR tox,D3 antag,aSyn rescue,GLP-1R inv ag,TDP-43 yeast inh,GLP1R cytotox,GLP1R ag,PTHR1 agonist,D3 ag
CCS(=O)(=O)c1ccc2oc(Nc3cc(C)cc(C)c3)nc2c1,9%,7,7%,?,30%,-18%,14%,-24%,0
CCOC(=O)C1CCN(C(=O)CCC(=O)NCCc2ccc(Cl)cc2)CC1,5%,12,3%,16%,7%,4%,0%,-16%,1

# Main list, from the first entry:
SMILES,KB-V1 MDR tox,D3 antag,aSyn rescue,GLP-1R inv ag,TDP-43 yeast inh,GLP1R cytotox,GLP1R ag,PTHR1 agonist,D3 ag
CCS(=O)(=O)c1ccc2oc(Nc3cc(C)cc(C)c3)nc2c1,9%,7,7%,?,30%,-18%,14%,-24%,0
CCOC(=O)C1CCN(C(=O)CCC(=O)NCCc2ccc(Cl)cc2)CC1,5%,12,3%,16%,7%,4%,0%,-16%,1
CC(C)c1nnc(SCC(=O)Nc2ccc3c(c2)OCCO3)n1C,6%,-5,2%,8%,-13%,0%,2%,7%,-7
COc1ccc2cc3cc(C(=O)NCc4ccc5c(c4)OCO5)oc3nc2c1,-13%,18,8%,47%[activator],23%,-12%,-2%,-31%[inhibitor],2
COc1ccc(N=C2SC(C(N)=O)CC(=O)N2Cc2ccc3c(c2)OCO3)cc1 (stereo not given),-16%,-11,-5%,-21%,4%,5%,0%,-19%,9
O=C(Cc1ccccc1)N1CCN(C(=O)c2ccco2)CC1,9%,4,5%,-7%,5%,-3%,-4%,23%[57.5 µM],-4
Clc1ccc(-c2nnc(SCc3nc(-c4ccccc4)no3)o2)cc1,0%,4,3%,-10%,0%,1%,-3%,i,3
CCOC(=O)C1CCCc2c1[nH]c1c(C(=O)O)cccc21 (stereo not given),5%,-21,1%,-14%,?,-17%,-1%,-1%[57.5 µM],5
COc1ccc2c(c1)CCCN2C(N)=Nc1ccc(Cl)cc1,-14%,15,4%,?,15%,-7%,2%,i,-7
COC(=O)Cc1ccc(NC(=S)NCc2ccccc2OC)cc1,0%,-11,0%,-18%,0%[9.22 µM],-1%,9%,i,-3
CCOc1ccc(S(=O)(=O)Nc2ccc(S(=O)(=O)N3CCCC3)cc2)cc1,2%,11,2%,-7%,?,4%,1%,-39%[inhibitor][57.5 µM],11
COc1cccc(NS(=O)(=O)c2ccc3c(c2)NC(=O)CC(=O)N3)c1,0%,2,0%,-6%,3%,1%,0%,i,1
CCN(C[C@H]1N[C@@](CC)(C(=O)OC)[C@H]2C(=O)N(C)C(=O)[C@@H]12)S(=O)(=O)c1ccc(-c2ccccc2)cc1,0%,-4,2%,-22%,15%,2%,-4%,-21%,-23
CCOc1ccc(NC(=O)CN2CCN(CC(=O)Nc3ccc(C(N)=O)cc3)CC2)cc1,13%,9,1%,1%,0%,6%,-5%,i,0
CCOc1ccc2nc(N(Cc3cccnc3)C(=O)C3CCCCC3)sc2c1,.,.,.,8%,?,2%,.,i,-8
Cc1noc(C)c1NC(=O)N(C)C[C@H]1Oc2ccc(NC(=O)CCN3CCOCC3)cc2C(=O)N([C@H](C)CO)C[C@@H]1C,-9%,21,2%,19%,15%,8%,-1%,-20%,0
CC1Cn2c(nnc2C23CC4CC(CC(C4)C2)C3)S1 (stereo not given),9%,6,-3%,6%,-14%,-2%,0%,-4%[57.5 µM],7
CCOC(=O)N1CCN(S(=O)(=O)c2cc(Br)cnc2N)CC1,-2%,-11,-3%,5%,-3%,1%,-6%,-6%[57.5 µM],3
CN(C)c1nc2ccc(OCCN3CCCCC3)cc2s1,?,-68*,0%,116%[activator],14%,1%,-8%,-6%[57.5 µM],-3
N#Cc1ccc(NC(=S)/N=C(\N)c2ccccc2)cc1,0%,-20,-21%,2%,11µM*,-5%,2%,-8%,4
CCOC(=O)N1CCN(C(=O)c2ccc(CNS(=O)(=O)c3ccc(C)cc3)cc2)CC1,-10%,47,1%,-4%,-1%,-14%,-2%,i,1
CC(=O)c1sc(NC(=O)COc2ccc([N+](=O)[O-])cc2)nc1C,23%,?,-11%,6%,-23%,-1%,7%,-2%,-3
CCOc1ccc(CCNC(=O)c2nnc(Cc3cc(OC)c(OC)c(OC)c3)o2)cc1OCC,-10%,.,.,6%,19%,4%,.,i,0
Cc1ccc(S(=O)(=O)N(C)CC(=O)Nc2cc(C)ccn2)cc1,-7%,9,-9%,27%,-8%,7%,9%,i,3
COc1ccc(C(=O)N/C(N)=N/c2nc3ccccc3o2)cc1,?,0,-9%,10%,4%,2%,-2%,-33%,3
SMILES,KB-V1 MDR tox,D3 antag,aSyn rescue,GLP-1R inv ag,TDP-43 yeast inh,GLP1R cytotox,GLP1R ag,PTHR1 agonist,D3 ag
CCCOc1ccc(N2C(=O)CC(N(CCc3ccccc3)C(=O)c3ccccc3)C2=O)cc1 (stereo not given),0%,6,1%,-14%[0.307 µM],10%,1%[0.307 µM],-19%,-26%,-3
Cc1cc2n(n1)CCC(=O)N2Cc1ccc(C(=O)Nc2cccc(C(F)(F)F)c2)cc1,4%,.,.,-8%,6%,-1%,.,0%,6
COc1ccc(CNC(=O)C(C)OC(=O)CN2C(=O)COc3ccccc32)cc1 (stereo not given),-9%,9,-2%,1%,4%,-1%,6%,i,-16
Cc1oc2c(c1C(=O)Nc1ccccc1Br)C1=NCCN1C=N2,0%,.,.,?,11%,?,.,i,-16
Cc1ccc2c(c1)c(N=NC(N)=O)c(O)n2C,23%,5,-3%,-2%[7.66 µM],?,13%[7.66 µM],8%,i,3
O=C(COc1ccccc1)N(Cc1cccs1)C1CCS(=O)(=O)C1 (stereo not given),-4%,-3,-2%,-5%,1%,-6%,-5%,i,2
CCCCc1ccc(NC(=O)COCC)cc1,4%,11,-1%,-5%,0%,-8%,17%,-53%[inhibitor],1
O=C(N=Nc1c(O)[nH]c2ccccc12)c1cc(-c2ccc(F)cc2)n[nH]1,14%,7,-6%,-25%,-21%[0.397 µM],-5%,-2%,i,-7
Cc1ccc(NNC(=O)c2cccs2)cc1Cl,16%,-20,28%,?,-11%[1.82 µM],-29%,17%,i,1
O=C(NC1CCCCCCC1)NC1CCCCC1,2%,7,0%,-24%,-3%,-15%,6%,-10%[57.5 µM],4
COc1ccc2nc(Cl)c(/C=N/Nc3ccccn3)cc2c1,-18%,6,-4%,3%,9%,8%,7%,i,4
N#C/C(=C\c1cccc(OCC(=O)O)c1)c1nc2ccccc2[nH]1,17%,2,-1%,2%,16%,-14%,-6%,-14%,-1
COC(=O)c1sc(N2C(=O)c3oc4ccc(C)cc4c(=O)c3C2c2ccc(OC)cc2)nc1C (stereo not given),10%,.,.,6%,-17%,16%,.,5%,-10
CCCCCCC#Cc1ccc2c(c1)COc1c3ccccc3nn1-2,-9%,21,-6%,-10%,25%,-26%,4%,-13%,1
Cc1ccc(S(=O)(=O)N[C@@H](Cc2ccccc2)C(=O)N2CCC[C@@H]2C(=O)O)cc1,0%,21,0%,33%[activator],-22%,-3%,1%,-31%[inhibitor],-4
CCOC(=O)Nc1c2ccccc2nc2ccccc12,-3%,-21,2%,-22%,15%,192%[activator],-9%,i,-4
O=C(O)c1c(N2CCCCC2)ccc([N+](=O)[O-])c1N1CCCCC1,-22%,-16,-13%,-20%,-8%,-9%,-1%,-9%,2
O=C(Cc1cccc(NC(=O)C2CCN(C(=O)C3CCC3)CC2)c1)Nc1cccc(C(=O)N2CCOCC2)c1,11%,-5,-2%,26%,3%,9%,1%,i,4
COc1cc(CN=Cc2c(O)n(Cc3ccccc3)c(=S)[nH]c2=O)cc(OC)c1,-10%,-24,-4%,6%,-21%,15%,6%,24%,-6
CCCCCCc1cc2cc(S(=O)(=O)c3ccc(F)cc3)c(=O)oc2cc1O,?,12,11%,-13%,-6%,281%[activator],-31%,-21%,49*
O=C(NCCCNCc1ccccc1)c1ccncc1,-3%,11,2%,0%,-8%,-15%,-1%,i,1
CC(C)C1(C)C(=O)N=C2c3ccccc3C(=O)N21 (stereo not given),20%,?,-4%,6%,-1%,-7%,-10%,i,-1
CC(OC(=O)c1ccc(NS(=O)(=O)c2cccs2)cc1)C(=O)N(C)C1CCCCC1 (stereo not given),?,8,-3%,-17%,-6%,-14%,0%,-14%,4
CCCOc1cccc(C(=O)N2CCCCC2CCN2CCCCC2)c1 (stereo not given),.,.,.,-5%,20%,-1%,.,1%,-42
COc1cccc(OC)c1C(=O)Nc1sc2c(c1C#N)CCC2,1%,-8,1%,16%,-14%,-1%,-1%,i,3

# Six of the compounds above, with bars between the fields:
Compound | KB-V1 MDR tox | D3 antag | aSyn rescue | GLP-1R inv ag | TDP-43 yeast inh | GLP1R cytotox | GLP1R ag | PTHR1 agonist | D3 ag
O=C(O)c1c(N2CCCCC2)ccc([N+](=O)[O-])c1N1CCCCC1 | -22% | -16 | -13% | -20% | -8% | -9% | -1% | -9% | 2
Cc1cc2n(n1)CCC(=O)N2Cc1ccc(C(=O)Nc2cccc(C(F)(F)F)c2)cc1 | 4% | . | . | -8% | 6% | -1% | . | 0% | 6
O=C(Cc1cccc(NC(=O)C2CCN(C(=O)C3CCC3)CC2)c1)Nc1cccc(C(=O)N2CCOCC2)c1 | 11% | -5 | -2% | 26% | 3% | 9% | 1% | i | 4
COc1cccc(OC)c1C(=O)Nc1sc2c(c1C#N)CCC2 | 1% | -8 | 1% | 16% | -14% | -1% | -1% | i | 3
CCCOc1cccc(C(=O)N2CCCCC2CCN2CCCCC2)c1 (stereo not given) | . | . | . | -5% | 20% | -1% | . | 1% | -42
CC(OC(=O)c1ccc(NS(=O)(=O)c2cccs2)cc1)C(=O)N(C)C1CCCCC1 (stereo not given) | ? | 8 | -3% | -17% | -6% | -14% | 0% | -14% | 4
